Bioassay records from PubChem BioAssay.
ALOX12 inh: blocks human arachidonate 12S-lipoxygenase; P18054; purified 12hLO, xylenol orange hydroperoxide absorbance; Potency, µM (doses to about 108 µM), for the others: at the top dose activity change, negative = inhibition, usual class: inhibitors; 1.1% of 580,000 active; AID 1671190; also: potency is read from the fitted curve at half-maximal effect; % is scaled to controls: 0 for no effect and ±100 for the full control effect
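Purified human 12hLO (150 nM final) in 25 mM Hepes, 0.01% Triton X-100, pH 7.0 was preincubated 15 min at room temperature with compound. Then 40 uM arachidonic acid was added, 30 min. Hydroperoxide was read by Fe-XO absorbance ratio 573/405 nm.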
RGS4 inhibitor: inhibitors of human regulator of G protein signaling 4; P49798; Transcreener GDP fluorescence polarization, RGS4-accelerated GTP hydrolysis; Potency, µM (doses to about 114 µM), for inactives: at the top dose activity change, negative = inhibition, hits mostly inhibitors; 0.039% of 390,000 active; AID 504845; also: potency is read from the fitted curve at half-maximal effect; % is scaled to controls: 0 for no effect and ±100 for the full control effect; nearly all actives have a fitted effect of over 75% in size; some results filed as inactive show a strong effect at the top dose
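MLSMR compounds (23 nl, pin-transferred) preincubated 10 min at room temperature with a 500nM (2x) first reagent, then RGS4 at 900nM (2x) plus Transcreener GDP mix added; fluorescence polarization (620/688 nm) read before and after 90 min at 30 °C.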
BAZ2B inh: inhibitors of human BAZ2B bromodomain | AlphaScreen BAZ2B-H3K14Ac peptide displacement | 4.4% of 360,000 active | Potency, µM (top dose mostly 114 µM), inactives show at the top dose activity change, negative = inhibition, most hits filed as inhibitors; also: potency is read from the fitted curve at half-maximal effect; % is scaled to controls: 0 for no effect and ±100 for the full control effect; nearly all actives have a fitted effect of over 60% in size
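BAZ2B (50 nM) with biotin-H3(5-23)K14Ac peptide (50 nM) in PBS pH 7.4, 0.01% Tween-20, preformed 30 min, then compound 30 min at room temperature; top concentration 110uM. AlphaScreen streptavidin donor/nickel chelate acceptor beads (10 ug/mL final), 20 min dark, signal read.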
PI4K2A block: PI4K2A (human) kinase inhibition. Q9BTU6. purified PI4K2A, ADP-Glo luminescence, 1 h; active compounds read low. activity change, negative = inhibition, % at 76.9 µM. 0.13% of 420,000 active; in the data active = activity change below about -50%; inconclusive = mostly about -30% to -49%;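 also: -100% = wells without enzyme as full effect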
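ADP-Glo luminescence measured ADP generated by PI4K2A enzyme (4 ug/mL before mixing) with 1.2 mM PI substrate (pre-mix) and 300 microM ATP (pre-mix). Tris pH7.5 buffer with MgCl2, Triton X-100; 1 h reaction at ambient temperature.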
GLS inhibitor: blocks human kidney-isoform glutaminase activity | GLS enzymatic activity, qHTS titration | Potency, µM (titrated, usually from 45.5 µM), without a hit: at the highest dose activity change, negative = inhibition, hits mostly inhibitors | 0.21% of 410,000 active | O94925; also: potency is read from the fitted curve at half-maximal effect; % is scaled to controls: 0 for no effect and ±100 for the full control effect
Target sequence (O94925 whole entry, looked up, canonical isoform): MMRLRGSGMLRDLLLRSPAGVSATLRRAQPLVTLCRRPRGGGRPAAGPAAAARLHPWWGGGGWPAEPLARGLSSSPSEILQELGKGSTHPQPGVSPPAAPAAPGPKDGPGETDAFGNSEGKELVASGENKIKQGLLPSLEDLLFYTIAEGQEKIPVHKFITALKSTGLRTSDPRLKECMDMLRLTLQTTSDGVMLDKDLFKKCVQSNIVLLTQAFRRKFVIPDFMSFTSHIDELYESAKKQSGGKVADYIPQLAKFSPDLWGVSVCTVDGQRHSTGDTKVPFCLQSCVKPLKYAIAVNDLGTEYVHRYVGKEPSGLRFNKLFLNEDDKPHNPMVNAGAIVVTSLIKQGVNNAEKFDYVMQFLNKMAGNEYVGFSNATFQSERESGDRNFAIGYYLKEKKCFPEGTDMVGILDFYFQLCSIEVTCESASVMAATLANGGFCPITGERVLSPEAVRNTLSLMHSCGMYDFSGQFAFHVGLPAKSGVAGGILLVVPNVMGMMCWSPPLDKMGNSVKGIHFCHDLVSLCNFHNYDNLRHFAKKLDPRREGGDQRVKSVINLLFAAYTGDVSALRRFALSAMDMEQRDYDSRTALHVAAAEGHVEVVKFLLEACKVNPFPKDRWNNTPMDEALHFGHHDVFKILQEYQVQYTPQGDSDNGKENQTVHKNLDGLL
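Read-out is an Amplex red fluorescence increase coupled through glutamate oxidase and HRP, measured before and after 30 min room-temperature incubation. hKGA is in 45 mM KH2PO4 (pH 8.2) with 0.02% Tween-20; glutamine added as 1mM solution.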
HP1b binding inh: inhibitors of HP1-beta chromodomain binding to methylated histone tails; P83916; AlphaScreen HP1-beta / biotin-H3K9me3 peptide binding; Potency, µM (top dose mostly 114 µM), for inactives: top-dose activity change, negative = inhibition, actives largely listed as inhibitors; 0.56% of 390,000 active; also: potency is read from the fitted curve at half-maximal effect; nearly all actives have a fitted effect of over 70% in size; inactives centre near 23
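HP1-beta protein (50 nM final) preincubated 30 min at room temperature with biotinylated H3(1-18)K9me3 peptide (50 nM) in PBS pH 7.4, 0.01% Tween-20, then compound added for 30 min. AlphaScreen streptavidin donor/nickel chelate acceptor beads (10 ug/mL final), 30 min dark, luminescence read.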
G9a block: G9a (human) methyltransferase inhibition; Q96KQ7; G9a H3K9 monomethylation, AlphaScreen, 2 h; Potency, µM (doses to about 102 µM), for the others: at the highest dose activity, negative = inhibition, most hits filed as inhibitors; 8.8% of 350,000 active; also: potency is read from the fitted curve at half-maximal effect; % is scaled to controls: 0 for no effect and ±100 for the full control effect; nearly all actives have a fitted effect of over 75% in size
Target sequence (Q96KQ7 913-1193 limits assumed): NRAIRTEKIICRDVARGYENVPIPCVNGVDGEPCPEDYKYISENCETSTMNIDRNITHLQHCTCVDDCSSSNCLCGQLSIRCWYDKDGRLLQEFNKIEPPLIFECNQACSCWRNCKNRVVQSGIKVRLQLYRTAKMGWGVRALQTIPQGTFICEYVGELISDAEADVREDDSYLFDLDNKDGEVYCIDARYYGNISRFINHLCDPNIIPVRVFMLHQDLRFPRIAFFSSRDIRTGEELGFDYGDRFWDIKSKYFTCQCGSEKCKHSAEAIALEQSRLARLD
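Compounds were preincubated with 20 nM G9a for 15 min, after which biotinylated H3K9 peptide (500 nM) and SAM (20 uM) started a 2 h room-temperature reaction. Monomethylated product was quantified by antibody-based AlphaScreen chemiluminescence.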
ERG Ets-DNA blk: blocks human ERG Ets domain binding to DNA; Potency, µM (doses to about 76.9 µM), for the others: at the top dose FP activity, negative = inhibition, most hits filed as inhibitors; AID 624246; P11308; fluorescence polarization, His-ERG Ets domain / labelled DNA; 0.028% of 370,000 active; active = well fitted inhibition curve with a large enough effect in the polarisation, with a control signal flat; inconclusive = small, poorly fitted or top-dose-only effect, or effect the other way, or a change in a side signal; inactive = no such curve, though single readings can be large or run the other way; the % refers to the polarisation;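 also: polarization taken with two DNA probes labelled with fluorescein and Texas red; potency is read from the fitted curve at half-maximal effect; % of control where 0% means no effect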
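His-tagged ERG Ets domain (1 uM in the protein solution; 300mM KCl, 50mM Tris-HCl, 1mM EDTA, 1mM DTT, pH 7.5) received compound, then a probe mix of 5 nM fluorescein-DNA and 100nM Texas-615-DNA. Fluorescence polarization was read for both dyes.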
JMJD2A Tudor: JMJD2A Tudor domain (human) inhibition; AlphaScreen JMJD2A-Tudor / H3K4me3 peptide binding; Potency, µM (titrated, usually from 114 µM), without a hit: at the highest dose activity change, negative = inhibition, usual class: inhibitors; 4.4% of 390,000 active; AID 504339; O75164; also: potency is read from the fitted curve at half-maximal effect; % is scaled to controls: 0 for no effect and ±100 for the full control effect; nearly all actives have a fitted effect of over 50% in size
* hit, by the source's call; i = inactive; ? = inconclusive; · = no result given; [ ] = remark or other dose. Unless noted, calls follow the shape of the dose curve; as a rule, active = well fitted curve in the direction sought with a large enough effect; inconclusive = small, poorly fitted or top-dose-only effect, or another doubt; inactive = no such curve, though single readings can be large; an effect the other way counts as inactive or inconclusive.

ALOX12 inh	RGS4 inhibitor	BAZ2B inh	PI4K2A block	GLS inhibitor	HP1b binding inh	G9a block	ERG Ets-DNA blk	JMJD2A Tudor	SMILES
167%[activator]	0%	-2%	-1	-8%	33%	-20%[59 µM]	4%	9%	COCCCNC(=O)CCCn1c(=O)c2ccccc2n(CC(=O)Nc2c(C)cccc2C)c1=O
12%	1%	·	0	-12%	12%	·	2%	4%	CN1C(=O)NC(=O)C1c1ccccc1 (configuration not stated)
-9%	-11%	0%	?	4%	41%[activator]	19%	-1%	18%	Cc1cccc(NC(=O)c2onc3c2CCCC3)n1
-16%	-1%	-10%	0	5%	5%	-7%[59 µM]	11%	-25%	O=C(Cc1cccs1)NCc1ccc2c(c1)OCO2
-8%	31%	-5%	1	2%	24%	-5%[2.33 µM]	-6%	-26%	COc1ccc(C(=O)c2c3ccc(C(F)(F)F)cc3[n+]([O-])n2CCCN)cc1
-9%	17%	-16%	-3	8%	-5%	·	-9%	-24%	O=C(CCN1C(=O)c2ccc([N+](=O)[O-])cc2C1=O)Nc1ccccc1C(=O)O
-19%	6%	0%	2	14%	17%	-1%[59 µM]	6%	11%	COc1ccc(-c2nn(-c3ccccc3)cc2C(=O)Nc2ccccc2OC)cc1
-11%	-4%	-1%	-1	-1%	61%[activator]	2%	14%	-1%	O=C(CNC(=O)c1ccc(S(=O)(=O)N2CCCC2)cc1)N/N=C/c1ccc(F)cc1
0%	-6%	-13%	2	23%	47%[activator]	·	0%	5%	COc1ccc(C(=O)Nc2ccc(N3CCN(C(=O)c4cccs4)CC3)cc2)cc1Br
0%	-27%	11%	-3	19%	20%	1%[59 µM]	3%	1%	CCOC(=O)/C=C1\SCC(=O)N1CC(=O)NC12CC3CC(CC(C3)C1)C2
64%[activator]	16%	8%	2	9%	42%[activator]	1%[59 µM]	1%	8%	O=C(Nc1ccc(Cl)c(Cl)c1)OCc1cncs1
-4%	-4%	-1%	-2	-2%	64%[activator]	-11%[59 µM]	-5%	-6%	CS(=O)(=O)c1ncc(Cl)c(C(=O)Nc2c(C(=O)c3ccc(Cl)cc3)oc3ccccc23)n1
57%[activator]	37%	-2%	5	7%	0%	17%[59 µM]	-1%	?	COc1ccc(OC)c(C2N(c3cc(C)on3)C(=O)C3CCCN32)c1 (configuration not stated)
-16%	14%	12%	3	3%	25%	-1%	-6%	-10%	Cc1cc([N+](=O)[O-])ccc1-c1ccc(/C=N/NC(=O)Cc2ccccc2)o1
18%	11%	9%	3	-6%	8%	0%[59 µM]	-4%	-15%	COC(=O)CC1(c2ccccc2)C(=O)c2ccccc2C1=O
?	54%[activator]	·	1	-1%	19%	-18%[59 µM]	0%	-25%	COc1ccc(OC)c(C(c2nnnn2CCC(C)C)N2CCN(C(=O)c3ccco3)CC2)c1 (configuration not stated)
-2%	1%	9%	-1	-3%	20%	16%	3%	-7%	COc1ccc(CNC(=O)Cn2nc([N+](=O)[O-])c(Br)c2C)cc1OC
-14%	6%	-9%	-4	1%	12%	2%[0.501 µM]	-4%	-17%	CCOc1ccc(S(=O)(=O)NCCC(=O)N(C)Cc2ccc(C)o2)cc1
2%	-15%	0%	4	-1%	35%	12%[59 µM]	5%	5%	CC(C)COC(=O)CCn1[nH]c(=O)c2ccccc2c1=O
?	-30%	50µM*	6	-5%	?	8.9µM*	5%	2.5µM*	O=C(C1CCN(Cc2ccc(Cl)cc2)CC1)N1CCN(Cc2ccc3c(c2)OCO3)CC1
-5%	-2%	-4%	-21	9%	0%	9%[59 µM]	-4%	-16%	COc1cc(CNC(C)(C)CO)cc(Br)c1OCc1ccccc1
0%	2%	-3%	3	-21%	57%[activator]	-13%[59 µM]	-10%	12%	COc1ccccc1NC(=O)C(CC=C(Cl)Cl)C(C)=O (configuration not stated)
-6%	11%	-7%	-5	0%	11%	45µM*	2%	-1%	COc1cc(Br)c(CN2C(=O)NC3(CCCCCC3)C2=O)cc1OC
-11%	-28%	42%[activator]	2	-5%	96%[activator]	37%	3%	12%[11.4 µM]	CCNc1nc(Oc2ccc(F)cc2)cc(C(F)(F)F)n1
20%	8%	1%	-2	10%	13%	-51%[59 µM]	-1%	-8%	COc1ccc(NC(=S)NNC(=O)Cn2nc([N+](=O)[O-])cc2C)cc1
i	-3%	-2%	-2	2%	9%	-10%[59 µM]	1%	-14%	CC(=O)N1CCN(C2c3cccc4cccc(c34)C2NS(=O)(=O)c2ccccc2)CC1 (configuration not stated)
-19%	-27%	-28%	2	3%	15%[57 µM]	?	0%	?	COc1cccc(CNC(=O)c2sc3ncccc3c2-n2c(C)ccc2C)c1OC
?	-51%	45µM*	-10	10%	?	?	-7%	56µM*	COc1ccc(N2CCN(C(=O)c3ccc(C(C)(C)C)cc3)CC2)cc1
45µM*	1%	?	-2	4%	-20%	?	25%	?	C=CCN1C(=O)/C(=C/c2ccc(-c3ccc(F)cc3)o2)SC1=S
1%	-7%	-27%	2	0%	7%	8%	·	-4%	O=C(CSc1nnnn1-c1cccnc1)Nc1ccc(OCc2ccccc2)cc1
-3%	-13%	-5%	6	4%	4%	-26%	-7%	-23%	Cc1nc2ccc(NC(=O)CS(=O)(=O)c3ccccc3)cc2s1
-27%	-6%	-32%	-3	-1%	31%	-11%	-8%	12%	O=C(/C=C/c1cccc([N+](=O)[O-])c1)NC(=S)Nc1cccc(NC(=O)c2ccccc2Cl)c1
-17%	3%	6%	-1	5%	17%	-12%[59 µM]	-6%	-7%	O=[N+]([O-])c1c(Nc2ccccc2)ccc2nonc12
1%	18%	-26%	0	9%	28%	?	-5%	-14%	Cc1c(NC(=O)CSCc2ccc(Br)cc2)c(=O)n(-c2ccccc2)n1C
-21%	21%	-5%	-10	0%	7%	8%[59 µM]	-5%	-6%	CN(C)c1ccc(CNC(=O)c2cnc3sc(N4CCCC4)nn3c2=O)cc1
-18%	3%	-11%	2	-2%	6%	-32%[59 µM]	1%	-16%	O=C(Nc1ccc2c(c1)OCO2)c1cc(-c2ccc(Br)cc2)on1
18%	-3%	-11%	-1	9%	-6%	-7%	-1%	-10%	N#Cc1ccccc1CSc1ncccc1C(=O)O
-8%	-7%	-4%	6	2%	5%	-32%	-1%	-13%	Cc1cc(C)c(S(N)(=O)=O)c(C)c1N(C)S(=O)(=O)c1ccccc1
?	3%	20µM*	10	10%	?	?	3%	7.9µM*	COc1cc(CN(C)CCc2ccccn2)cc(OC)c1OC
·	-5%	-38%	-10	0%	18%	5%	2%	-16%	Cc1cc(OC(C)C(=O)N(Cc2ccco2)C2CCS(=O)(=O)C2)ccc1Cl (configuration not stated)
-13%	1%	-13%	-1	2%	-1%	-26%[59 µM]	-8%	-21%	O=C(Cn1c(=O)oc2cc(S(=O)(=O)N3CCCCCC3)ccc21)NCc1ccccc1Cl
14%	-7%	-27%	-20	6%	25%	7.1µM*	16%	?	Cc1cc2c(cc1C)CN(c1ccccc1)C2
0%	-18%	?	0	5%	7%	-7%[59 µM]	-2%	-31%	O=C(CSc1nnc(-c2ccc(O)cc2)n1-c1ccccc1)CC(=O)Nc1ccccc1
?	5%	2%	-1	-7%	27%	11%	-11%	-1%	Cc1ccc(NC(=O)c2cc3c(CO)cnc(C)c3oc2=Nc2cccc(C(N)=O)c2)cc1
-6%	-24%	?	-1	-7%	9%	13µM*	-4%	-19%	CCOC(=O)c1ccc(-n2c(CN3CCC(O)CC3)nc3ccc([N+](=O)[O-])cc3c2=O)cc1
-21%	-8%	·	0	-1%	14%	-2%[59 µM]	2%	-9%	CCOc1ccc(OCC)c(NC(=O)c2nnn(CC(=O)Nc3cc(Cl)ccc3OC)c2N)c1
0%	7%	-4%	3	1%	39%	-3%[12.7 µM]	-6%	-9%	Cc1ccc(S(=O)(=O)N(C)CC(=O)NC2CC(C)(C)NC(C)(C)C2)cc1
0%	30%	-1%	6	8%	25%	13%[59 µM]	-5%	-26%	CCOc1ccc(C(=O)OCc2nnc(-c3cccs3)o2)cc1OC
9%	5%	3%	2	-5%	13%	-3%	4%	10%	CCC1Oc2ccccc2N(CC(=O)N2CCOCC2)C1=O (configuration not stated)
6%[57.4 µM]	19%	-4%	-10	-2%	14%	-1%	1%	-11%	CCc1ccc(NC(=O)C2CCN(S(=O)(=O)c3c(C)[nH]c(=O)[nH]c3=O)CC2)cc1

Gathered by group: the compounds so far with two or more sulfur atoms
ALOX12 inh	RGS4 inhibitor	BAZ2B inh	PI4K2A block	GLS inhibitor	HP1b binding inh	G9a block	ERG Ets-DNA blk	JMJD2A Tudor	SMILES
45µM*	1%	?	-2	4%	-20%	?	25%	?	C=CCN1C(=O)/C(=C/c2ccc(-c3ccc(F)cc3)o2)SC1=S
-3%	-13%	-5%	6	4%	4%	-26%	-7%	-23%	Cc1nc2ccc(NC(=O)CS(=O)(=O)c3ccccc3)cc2s1
-8%	-7%	-4%	6	2%	5%	-32%	-1%	-13%	Cc1cc(C)c(S(N)(=O)=O)c(C)c1N(C)S(=O)(=O)c1ccccc1

A portion of the library; rates above refer to the full screens.
